Screening results (PubChem BioAssay)
PKM2 activator = PKM2 (human) enzyme activation | P14618 | purified PKM2, Kinase-Glo ATP luminescence, activation; response scale: 0% is enzyme alone, no compound | Potency, µM (series often up to 57.5 µM), without a hit: at the highest dose activation, most hits filed as activators | hit rate 0.34% among 260,000 | AID 1631; also: potency is read from the fitted curve at half-maximal effect; % is scaled to controls: 0 for no effect and ±100 for the full control effect; nearly all actives have a fitted effect of over 55% in size
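Purified hPK-M2 (>95% pure) converted ADP (0.1 mM final) to ATP with 0.5 mM PEP in 50 mM imidazole pH7.2, KCl, MgCl2, Tween 20, BSA; 1 h at room temperature. ATP detected by Kinase-Glo luminescence.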
Coupling enz = counter-screen for Giardia aldolase inhibitors: coupling enzyme system; coupling enzyme system counterscreen, AmpLite Red fluorescence; activity change, negative = inhibition, % at 58.2 µM, hits read low; hit rate 0.67% among 290,000; AID 2472; in the data active = activity change below about -30%; also: % is scaled to controls: 0 for no effect and ±100 for the full control effect
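Compounds tested against the coupling enzymes alone at 57.5 uM final; readout was AmpLite Red fluorescence (525/598 nm) after 20 min at RT.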
TSG101-PTAP inh = blocks PTAP/TSG101 interaction to inhibit HIV-1 budding. Fluorescence polarization, FITC-PTAP peptide / Tsg101 binding. Potency, µM (doses to about 115 µM), for inactives: at the highest dose activity change, negative = inhibition, hits mostly inhibitors. Q99816. 340,000 tested, under 10 active; active = well fitted inhibition curve with a large enough effect in the main read-out, with a control signal flat, not every such curve was filed as active; inconclusive = small, poorly fitted or top-dose-only effect, or effect the other way, or a change in a side signal; inactive = no such curve, though single readings can be large or run the other way; also: potency is read from the fitted curve at half-maximal effect; % of control where 0% means no effect
Target sequence (Q99816 whole entry, looked up): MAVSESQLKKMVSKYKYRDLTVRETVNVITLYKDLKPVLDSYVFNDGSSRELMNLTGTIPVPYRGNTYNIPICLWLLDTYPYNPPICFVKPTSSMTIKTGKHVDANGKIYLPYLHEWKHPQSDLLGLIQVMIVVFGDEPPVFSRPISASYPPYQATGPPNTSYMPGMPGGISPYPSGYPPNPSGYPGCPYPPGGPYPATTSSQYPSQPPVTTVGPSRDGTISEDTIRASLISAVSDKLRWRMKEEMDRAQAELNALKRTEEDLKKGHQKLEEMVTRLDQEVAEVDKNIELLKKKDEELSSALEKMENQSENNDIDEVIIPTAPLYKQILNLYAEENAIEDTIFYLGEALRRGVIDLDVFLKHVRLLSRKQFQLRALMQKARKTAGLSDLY
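Tsg101 binding domain (10 uM final) was mixed with compound and a FITC-labeled PTAP peptide (50 nM final) in HEPES pH 7.5 buffer with NaCl, Tween 20, EDTA and TCEP; fluorescence polarization was read after 20 min at r.t.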
ASM inhibitor = human S-ASM enzyme inhibition; Potency, µM (series often up to 57.5 µM), for the others: top-dose activity change, negative = inhibition, actives largely listed as inhibitors; placental ASM, HMU-PC fluorogenic substrate, 60 min; P17405; hit rate 0.006% among 340,000; AID 504937; also: potency is read from the fitted curve at half-maximal effect
Target sequence (P17405 47-631 limits assumed): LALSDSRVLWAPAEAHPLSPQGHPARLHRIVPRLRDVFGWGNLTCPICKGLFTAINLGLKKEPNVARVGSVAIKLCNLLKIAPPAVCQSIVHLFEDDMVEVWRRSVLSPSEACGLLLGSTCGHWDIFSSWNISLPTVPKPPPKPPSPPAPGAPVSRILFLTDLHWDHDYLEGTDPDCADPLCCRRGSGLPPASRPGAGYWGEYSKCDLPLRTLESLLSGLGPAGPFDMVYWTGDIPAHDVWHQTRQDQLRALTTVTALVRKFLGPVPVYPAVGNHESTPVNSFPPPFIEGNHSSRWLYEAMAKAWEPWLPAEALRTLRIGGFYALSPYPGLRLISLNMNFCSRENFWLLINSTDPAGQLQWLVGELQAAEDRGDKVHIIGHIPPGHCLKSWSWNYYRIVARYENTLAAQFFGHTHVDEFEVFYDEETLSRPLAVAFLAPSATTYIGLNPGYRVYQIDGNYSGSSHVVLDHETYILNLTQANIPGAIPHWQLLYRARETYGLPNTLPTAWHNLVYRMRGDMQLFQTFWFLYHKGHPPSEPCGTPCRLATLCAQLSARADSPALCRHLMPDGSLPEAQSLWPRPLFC
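Fluorogenic HMU-PC substrate (9 uM final) is turned over by placental ASM in 60 min at 37 C after a 10 min compound preincubation. Reaction ended by alkaline stop (pH 10), with fluorescence read at 386/447 nm.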
Tb PFK inh = inhibitors of T. brucei phosphofructokinase. T. brucei PFK, ADP-Glo luminescence. AID 485367. hit rate 0.17% among 330,000. Potency, µM (series often up to 57.5 µM), without a hit: at the highest dose activity, negative = inhibition, actives largely listed as inhibitors. O15648;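 also: potency is read from the fitted curve at half-maximal effect; 0% = uninhibited 1x PFK enzyme wells and -100% = no-enzyme wells; nearly all actives have a fitted effect of over 60% in size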
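PFK 1.25 nM, F6P 0.5 mM, ATP 0.1 mM, 0.1 M TEA pH 8.0, 5 mM MgCl2, 0.01% Tween20, 0.1% BSA; 45 min RT. ADP-Glo readout. qHTS titration up to 57 uM; curves fitted, compounds curve-classed.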
Giardia kill = kills Giardia lamblia; Giardia lamblia trophozoite viability; AID 540267; activity change, % at 7.66 µM, hits read low; hit rate 0.15% among 340,000; in the data active = activity change below about -80%; inconclusive = between about -30% and that limit;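 also: parasites exposed to compound for two days anaerobically before the ATP read; % is scaled to controls: 0 for no effect and ±100 for the full control effect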
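Each well holds 100 Giardia trophozoites and compound. After two days (48 hrs) at 37 deg C in anaerobic conditions, ATP is quantified by luminescence.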
GALK inh = blocks human galactokinase activity; P51570; Purified GALK, Kinase-Glo residual ATP luminescence; Potency, µM (highest dose often 57.5 µM), for the others: at the highest dose activity change, negative = inhibition, most hits filed as inhibitors; hit rate 0.007% among 270,000; also: potency is read from the fitted curve at half-maximal effect; % is scaled to controls: 0 for no effect and ±100 for the full control effect
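Luminescence from leftover ATP (Ultra-Glo luciferase/luciferin) served as read-out after a 1 h room-temperature reaction of 5 nM GALK with 35 uM ATP and 100 uM galactose.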
B2AR arrestin = beta2AR (human) beta-arrestin recruitment activity | hit rate 0.02% among 330,000 | AID 492947 | Potency, µM (top dose mostly 46.1 µM), for the others: top-dose activation, usual class: activators | beta-arrestin recruitment to beta2AR, cell-based reporter;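 also: potency is read from the fitted curve at half-maximal effect; 0% = DMSO controls and full agonism = EC100 isoproterenol or metaproterenol; nearly all actives have a fitted effect of over 65% in size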
Menin-MLL TR inh = inhibitors of human menin-MLL interaction, mutant MLL peptide; O00255; Menin + Texas Red MLL mutant peptide, fluorescence polarization; Potency, µM (highest dose often 61.6 µM), inactives show at the highest dose FP activity change, negative = inhibition, hits mostly inhibitors; hit rate 0.23% among 270,000; AID 1768; active = well fitted inhibition curve with a large enough effect in the polarisation, with a control signal flat, not every such curve was filed as active; inconclusive = small, poorly fitted or top-dose-only effect, or effect the other way, or a change in a side signal; inactive = no such curve, though single readings can be large or run the other way; the % refers to the polarisation; also: potency is read from the fitted curve at half-maximal effect; % of control where 0% means no effect; many of its hits are not listed in these tables
Chronic BCR inh = blocks chronic active B-cell receptor signaling; Potency, µM (highest dose often 46.1 µM), for the others: at the top dose ratio change, negative = lower green/red ratio, actives largely listed as inhibitors; hit rate 0.05% among 340,000; AID 493014; ABC-DLBCL IkBa-CBG/CBR reporter, luminescence ratio, 4 h; active = well fitted inhibition curve with a large enough effect in the signal ratio, with a control signal flat, not every such curve was filed as active; inconclusive = small, poorly fitted or top-dose-only effect, or effect the other way, or a change in a side signal; the % refers to the signal ratio;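 also: potency is read from the fitted curve at half-maximal effect; plate controls were basal doxycycline-induced cells for no effect and cells given 10 µM MG132 for full effect; MG132 reads +100%, hits lower the ratio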
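Compounds up to 46 uM were incubated four hours with TMD8 cells whose green CBG68 luciferase is fused to IkappaBalpha; red CBR luminescence normalised the signal, and concentration-effect curves were fitted to fusion, red and ratio data.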
a7 integrin act = activators of alpha7 integrin expression for muscular dystrophy; Potency, µM (series often up to 38.3 µM), for inactives: top-dose activation, actives largely listed as activators; hit rate 0.064% among 350,000; alpha7betagal myoblasts, beta-gal FDG fluorescence, 48 h;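 also: potency is read from the fitted curve at half-maximal effect; 100% = response of the positive control SU9516; nearly all actives have a fitted effect of over 60% in size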
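alpha7betagal+/- myoblasts (passage 13, 250/well) treated 48 h at 37C with compounds at 1:260 dilution of DMSO stock. Lysed, then beta-galactosidase activity read as FDG fluorescence (ex 480/em 540) after 30 min, with pre-read for autofluorescence.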
Starred values were filed as active, the others as inactive; u = inconclusive; x = no result given; [ ] = remark or other dose. Unless noted, calls follow the shape of the dose curve; as a rule, active = well fitted curve in the direction sought with a large enough effect; inconclusive = small, poorly fitted or top-dose-only effect, or another doubt; inactive = no such curve, though single readings can be large; an effect the other way counts as inactive or inconclusive. Not all compounds are listed; rates above refer to the full screens.

SMILES	PKM2 activator	Coupling enz	TSG101-PTAP inh	ASM inhibitor	Tb PFK inh	Giardia kill	GALK inh	B2AR arrestin	Menin-MLL TR inh	Chronic BCR inh	a7 integrin act
Cc1cc(C)c2c(c1)/C(=C/C(=O)c1ccc(Br)s1)C(=O)N2	1%	4	-10%	-8%	-2%	21	0%	0.1%	-6%	u	-45%[inhibitor][7.66 µM]
O=C(CCc1nc2ccccc2c(=O)[nH]1)Nc1ccc(F)c([N+](=O)[O-])c1	1%	-4	-11%	-11%	16%	-12	0%	0.0%	u	u	-42%
O=C(Cn1cc(C(F)(F)F)ccc1=O)N/N=C/c1ccc(Cl)cc1	0%	2	1%	-2%	-2%	-7	1%	-0.2%	-11%	5%	16%
COc1cc(S(=O)(=O)N(Cc2ccccn2)Cc2ccco2)ccc1-n1cnnn1	0%	2	-7%	-1%	0%	12	1%	0.2%	7%	14%	24%
COc1ccccc1NC(=O)C/C(N)=N/OCC(=O)Nc1cccc(Cl)c1	x	x	-2%	-2%	1%	-13	x	0.4%	x	6%	0%
COc1ccc([C@H]2CC(=O)C=C(c3cccc(OCc4ccccc4)c3)C2)cc1	x	x	-3%	-1%	0%	0	x	0.5%	x	9%	40%
CC(=O)Nc1ccc(NC(=O)c2cc(=O)c3cc(C)cc(C)c3o2)cc1	x	1	-4%	-3%	0%	-13	-1%	0.0%	-7%	u	11µM*
Cc1ccc(NC(=O)C(NC2CCCC2)c2ccccc2)cc1Cl (stereo unspecified)	-2%	0	0%	0%	1%	21	2%	0.0%	3%	u	-33%[inhibitor]
CN(C1=C(NC(=O)c2ccccc2)C(=O)c2ccccc2C1=O)C1CCS(=O)(=O)C1 (stereo unspecified)	1%	-62*	-6%	-10%	-2%	-21	0%	-0.4%	-15%	17%	-63%[inhibitor]
N#C/C(=C\c1cccnc1)C(=O)Nc1ccc(C(=O)O)cc1	-5%	1	-1%	-1%	3%	-13	9%	-0.4%	-7%	u	-10%
O=C(COC(=O)COc1ccc(Cl)cc1)Nc1ccc(N2CCOCC2)cc1	-6%	1	-10%	0%	-3%	-4	2%	-1.0%	18%	0%	11%
COC(=O)c1ccccc1NC(=O)Nc1ccc(C)cn1	7%	-1	-7%	12%	-13%	7	4%	0.0%	-2%	-5%	13%
CCc1cccc(CC)c1NC(=S)Nc1cccc(Cl)c1Cl	0%	0	2%	0%	-17%	12	0%	0.1%	x	-2%	u
COC(=O)c1ccc(NC(=O)c2ccco2)cc1	-11%	0	-5%	-1%	-4%	-10	7%	-1.0%	1%	u	30%[7.66 µM]
Fc1ccc(CSc2nnc3ccccn23)c(Cl)c1	2%	0	-2%	0%	1%	11	8%	-0.1%	-20%	-7%	24%
C=C1c2ccc(C)cc2NC(=O)N1c1ccccc1	10%	1	-1%	28%	4%	0	3%	-0.1%	0%	-22%	1%
CCCCCCCCCCCC(=O)NC(Cc1ccc(OC)c([N+](=O)[O-])c1)C(=O)O (stereo unspecified)	2%	9	-1%	-9%	-2%	7	0%	0.6%	x	5%	-16%
CCOC(=O)CSC1=C(C#N)C(c2ccccc2Cl)C(C(=O)OC)C(=O)N1 (stereo unspecified)	16%	-1	4%	3%	-5%	10	0%	-0.6%	0%	3%	10%
O=C(O)CCCC(=O)NS(=O)(=O)c1ccc(Cl)cc1	-3%	9	-5%	0%	-1%	-17	1%	0.0%	0%	18%	-13%
COc1ccc2[nH]c3c(=O)n4c(nc3c2c1)SCCC4	-1%	-3	-5%	118%[activator]	-4%	-17	-1%	-0.2%	6%	-5%	-38%[inhibitor]
Cc1ccc(N(CN2CCCC2=O)C(=O)c2ccc(C)c(C)c2)cc1	0%	0	-6%	1%	0%	5	4%	0.0%	-9%	5%	-30%
CSc1nc2ccc(NS(=O)(=O)c3ccccc3F)cc2s1	u	1	-1%	-6%	10%	-1	0%	-1.4%	11%	0%	-2%
Cc1nn(CCC#N)c2[nH]c(=O)cc(C(F)(F)F)c12	u	-1	-3%	2%	-5%	-16	-1%	0.1%	-2%	3%	u
O=C(CSc1nnc(-c2ccco2)n1Cc1ccco1)NCc1cccs1	-2%	-1	-4%	4%	-4%	-7	0%	-0.3%	-9%	1%	-2%
CCSCc1nnc(SCC(=O)Nc2ccc(F)cc2)n1CC	-6%	-6	0%	0%	-10%	-1	1%	-0.3%	-14%	u	26%
Later entries.
SMILES	PKM2 activator	Coupling enz	TSG101-PTAP inh	ASM inhibitor	Tb PFK inh	Giardia kill	GALK inh	B2AR arrestin	Menin-MLL TR inh	Chronic BCR inh	a7 integrin act
COc1ccc(NC(=O)c2cc(-c3ccc(OC)c(OC)c3)on2)cc1OC	-4%	0	x	6%	0%	14	1%	0.4%	-10%	u	12%
COc1ccccc1NC(=O)c1cc2cc(Br)ccc2cc1O	-7%	-20	-7%	u	3%	28	5%	-0.7%	u	u	-73%[inhibitor]
Cc1ccccc1NC(=O)CSc1nc2ncc(Cl)cc2[nH]1	4%	2	-4%	2%	-8%	-8	5%	0.0%	3%	u	30%
COc1ccc(C2=Nn3c(nnc3-c3ccccc3F)SC2)cc1OCC1CC1	x	x	-11%	-21%	-1%	11	x	0.2%	x	u	x
CC(C)(C)NC(=O)NC(=O)CN1CCN(c2ccc(O)cc2)CC1	-2%	-21	-2%	3%	u	-16	-1%	-0.1%	-7%	0%	-10%
COc1ccc(C(=O)NCCCN2CCOCC2)cc1OC	1%	3	-4%	2%	-2%	4	-2%	-0.5%	-13%	3%	4%
O=C(C1COc2ccccc2O1)N1CCN(c2ccccc2Cl)CC1 (stereo unspecified)	-6%	1	1%	-4%	7%	-21	-1%	-0.2%	-13%	-2%	-17%
CCSc1nnc(NC(=O)CCn2c(=O)oc3ccccc32)s1	-2%	4	0%	5%	9%	-13	-1%	0.0%	x	-3%	-4%
C#CCOCCOCCOCCNc1nc(N2CCN(C(=O)Cn3cc(CC(C)O)nn3)CC2)nc(N2CCN(C(=O)[C@H]([C@@H](C)CC)n3cc(CCCN=C(N)N)nn3)CC2)n1 (stereo partly specified)	-1%	-1	-1%	4%	-3%	1	x	-0.9%	-13%	5%	34%
COc1cc(C2C(C(C)=O)=C(O)C(=O)N2c2ccc(Br)cn2)ccc1O (stereo unspecified)	2%	2	-4%	-2%	2%	7	2%	0.2%	5%	-1%	18%
CNC(=O)N(O)C1N(/N=C/c2ccccc2F)C(=S)SC1(C)C (stereo unspecified)	x	1	-1%	5%	10%	-16	4%	0.2%	6%	-1%	-2%
CCC(C)Sc1nc2c(cnn2-c2ccc(C)cc2)c(=O)[nH]1 (stereo unspecified)	-2%	2	-2%	-3%	-11%	-3	3%	-0.8%	0%	u	19%
O=C(CSc1nnnn1C1CC1)Nc1cccc(S(=O)(=O)N2CCCC2)c1	x	x	-2%	-2%	-2%	12	x	-2.5%	x	-3%	-4%
CC[C@]12c3[nH]c4cc(CCC(=O)N(C)C)ccc4c3CCN1C(=O)[C@@H](CC(=O)NC(C)(C)C)C[C@@H]2C(=O)N1CCN(C(=O)C2CC2)CC1	x	x	-4%	10%	1%	6	x	-0.1%	x	u	0%
COc1ccc(C)cc1NC(=O)CN(C)S(=O)(=O)c1ccc2c(c1)c(=O)n(C)c(=O)n2C	13%	1	1%	5%	0%	25	x	0.0%	0%	3%	-7%
Cc1cc(N2CCCC2=O)cc(C)c1S(=O)(=O)NCCOc1ccccc1	11%	1	-4%	-1%	-15%	-9	1%	-0.3%	-22%	0%	0%
C=CCNC(=O)c1nc2ccccc2s1	11%	-1	-4%	-3%	-10%	-18	0%	2.7%	-7%	u	-13%
CS(=O)(=O)c1ccc(C(=O)OCC(=O)NC(=O)Cc2ccccc2)cc1	x	x	-3%	-2%	-2%	5	x	0.2%	x	0%	12%
N#Cc1cc([N+](=O)[O-])cnc1Nc1ccccc1	3%	-1	0%	-3%	0%	-1	-1%	0.1%	2%	-1%	1%
CC(C)N=C1NN=C(c2ccc(F)cc2)CS1	-48%	-2	-6%	3%	-10%	-21	12%	0.2%	-9%	u	16%
C/C(=N/NC(=O)c1ccc2c(c1)OCO2)c1ccc(NC(=O)c2ccc(F)cc2)cc1	x	x	-5%	3%	-1%	6	5%	0.0%	x	u	0%
CCOc1ccc(CCNC(=O)C2CC(C)=CCC2C(=O)O)cc1OCC (stereo unspecified)	x	1	-7%	15%	-26%	-17	-3%	-0.3%	3%	u	-21%
CSC1=C(C#N)C(C)CC(=O)N1 (stereo unspecified)	-11%	-2	-6%	1%	2%	0	x	-0.2%	1%	1%	-8%
CN(CCCN1CCOCC1)Cc1nc(-c2ccccc2)no1	1%	2	0%	-1%	3%	-4	7%	0.3%	4%	-8%	-9%
